BoNT-A LC inh2 – BoNT A light chain protease inhibition. multiplex microsphere protease substrate cleavage, flow cytometry. inhibition, % at 10 µM. actives 0.17% (n = 360,000). AID 588499; note: plate controls were buffer without enzyme for full effect and enzyme alone for no effect
Anthrax LF inh2 – anthrax lethal factor protease inhibition. multiplex microsphere protease cleavage assay, LF. inhibition, % at 10 µM. P15917. actives 0.12% (n = 360,000); note: plate controls were buffer without enzyme for full effect and enzyme alone for no effect
PrPC surface inh – inhibitors of human cell surface prion protein PrPC; P04156; TR-FRET read-out; inhibition, % at 13.8 µM; actives 0.43% (n = 370,000); in the data active = inhibition above about 24%; note: 0% = median of the test wells and 100% = reference compound wells
Yp Topo-I inh – blocks Yersinia pestis topoisomerase I activity. Y. pestis Topo-I cleavage product accumulation, plate reader. activity, % at 10 µM. actives 0.064% (n = 360,000). AID 504884; in the data active = activity above about 50%, passing the limit was not always enough; inconclusive = no clear call, values can overlap the other calls; note: inactives centre near 2
PfHsp40 yeast – restores yeast growth despite PfHsp40 toxicity; actives 0.68% (n = 340,000); S. cerevisiae expressing PfHsp40, growth rescue, ATP luminescence; growth rescue, % at 12.5 µM; in the data active = growth rescue above about 28%, passing the limit was not always enough; inconclusive = no clear call, values can overlap the other calls;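 note: yeast W303a lacking pdr1 and pdr3 grown in galactose medium; growth measured after three days at 30 °C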
PriA SSB inh – inhibitors of Klebsiella pneumoniae PriA binding to SSB C-terminal tail | AlphaScreen SSBct-PriA binding, biotinylated peptide | actives 0.6% (n = 430,000) | inhibition, % at 33 µM; in the data active = inhibition mostly above about 37%, no sharp cut-off; inactive = mostly below about 20%;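 note: plate controls were negative control peptide for no effect and reference peptide for full effect; strong numbers were not always called active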
TcdB inh – inhibitors of Clostridioides difficile toxin B glycohydrolase | P18177 | actives 0.24% (n = 350,000) | TcdB glycohydrolase enzymatic assay, plate reader | inhibition, % at 9.99 µM; in the data active = inhibition above about 10%
Target sequence (P18177 whole entry, looked up): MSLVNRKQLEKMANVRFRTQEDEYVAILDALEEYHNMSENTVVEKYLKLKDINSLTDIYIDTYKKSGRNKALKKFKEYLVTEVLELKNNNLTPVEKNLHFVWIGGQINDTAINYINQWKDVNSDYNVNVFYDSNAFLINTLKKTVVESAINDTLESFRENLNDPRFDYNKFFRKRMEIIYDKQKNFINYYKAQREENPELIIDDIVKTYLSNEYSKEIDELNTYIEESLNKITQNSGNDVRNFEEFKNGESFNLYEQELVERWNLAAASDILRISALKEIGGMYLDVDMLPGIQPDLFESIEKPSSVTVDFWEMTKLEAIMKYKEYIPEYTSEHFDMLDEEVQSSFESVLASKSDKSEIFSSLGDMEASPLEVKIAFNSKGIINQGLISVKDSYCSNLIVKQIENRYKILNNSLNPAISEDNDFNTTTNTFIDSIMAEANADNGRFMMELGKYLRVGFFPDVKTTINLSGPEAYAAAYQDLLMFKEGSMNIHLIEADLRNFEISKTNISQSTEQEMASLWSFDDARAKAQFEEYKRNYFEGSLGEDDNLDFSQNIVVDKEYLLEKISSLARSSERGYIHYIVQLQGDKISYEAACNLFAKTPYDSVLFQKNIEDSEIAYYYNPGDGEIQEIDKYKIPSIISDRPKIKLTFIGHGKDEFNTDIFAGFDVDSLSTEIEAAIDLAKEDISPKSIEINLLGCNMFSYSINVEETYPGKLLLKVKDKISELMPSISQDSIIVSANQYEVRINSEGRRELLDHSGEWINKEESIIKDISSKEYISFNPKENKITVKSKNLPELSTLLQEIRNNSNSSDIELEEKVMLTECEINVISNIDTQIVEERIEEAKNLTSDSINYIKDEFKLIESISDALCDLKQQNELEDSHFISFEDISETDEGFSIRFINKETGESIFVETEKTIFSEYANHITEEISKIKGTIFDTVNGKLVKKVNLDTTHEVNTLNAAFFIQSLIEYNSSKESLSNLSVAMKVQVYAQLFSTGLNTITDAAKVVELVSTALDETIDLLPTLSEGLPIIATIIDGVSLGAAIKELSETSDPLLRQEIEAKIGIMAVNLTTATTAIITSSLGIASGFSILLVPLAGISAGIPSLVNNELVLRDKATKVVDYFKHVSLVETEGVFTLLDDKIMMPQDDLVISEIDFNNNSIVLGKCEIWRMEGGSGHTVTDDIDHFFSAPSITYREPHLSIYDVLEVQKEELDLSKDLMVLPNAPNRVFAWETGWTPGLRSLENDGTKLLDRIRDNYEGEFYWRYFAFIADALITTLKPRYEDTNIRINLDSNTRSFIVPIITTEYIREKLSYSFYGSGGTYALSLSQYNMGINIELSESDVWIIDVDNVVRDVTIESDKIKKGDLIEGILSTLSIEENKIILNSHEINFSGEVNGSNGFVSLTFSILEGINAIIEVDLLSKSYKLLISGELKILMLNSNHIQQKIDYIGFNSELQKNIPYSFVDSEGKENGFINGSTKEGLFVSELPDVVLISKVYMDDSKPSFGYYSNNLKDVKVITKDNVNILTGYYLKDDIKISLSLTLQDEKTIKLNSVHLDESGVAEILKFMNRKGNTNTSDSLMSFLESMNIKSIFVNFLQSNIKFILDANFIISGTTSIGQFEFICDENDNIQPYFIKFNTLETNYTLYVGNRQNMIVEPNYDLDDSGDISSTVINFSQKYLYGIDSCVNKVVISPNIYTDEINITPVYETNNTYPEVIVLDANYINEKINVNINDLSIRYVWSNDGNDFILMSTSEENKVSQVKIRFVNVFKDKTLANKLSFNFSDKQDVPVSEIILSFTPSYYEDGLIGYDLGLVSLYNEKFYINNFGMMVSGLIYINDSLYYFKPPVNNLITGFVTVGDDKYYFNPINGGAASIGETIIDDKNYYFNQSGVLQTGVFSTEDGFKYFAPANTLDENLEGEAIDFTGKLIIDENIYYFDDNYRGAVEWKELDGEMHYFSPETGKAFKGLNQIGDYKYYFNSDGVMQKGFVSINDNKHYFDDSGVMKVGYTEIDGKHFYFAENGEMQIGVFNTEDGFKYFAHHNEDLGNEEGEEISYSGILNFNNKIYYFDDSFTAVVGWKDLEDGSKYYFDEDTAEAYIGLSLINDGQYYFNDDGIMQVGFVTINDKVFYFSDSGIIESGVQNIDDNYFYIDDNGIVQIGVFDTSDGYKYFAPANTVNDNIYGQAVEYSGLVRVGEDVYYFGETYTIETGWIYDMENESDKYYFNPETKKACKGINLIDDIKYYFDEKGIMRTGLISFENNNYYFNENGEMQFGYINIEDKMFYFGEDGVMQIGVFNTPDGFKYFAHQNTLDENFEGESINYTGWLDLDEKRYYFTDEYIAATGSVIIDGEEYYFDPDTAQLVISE
BH1578 lux ind – inducers of Vibrio cholerae quorum light production without autoinducers; V. cholerae BH1578 lux reporter, luminescence, 6 h; activation, % at 18.7 µM; actives 0.16% (n = 350,000); in the data active = activation mostly above about 9.7%, no sharp cut-off; inconclusive = no clear call, values can overlap the other calls; inactive = mostly below about 3.7%; note: not every result past the cut was called active; inactives centre near 0; reference of the scale not given here
SARS 3CLpro inh – SARS-CoV 3CLpro protease inhibition; recombinant SARS-CoV 3CLpro, quenched FRET peptide cleavage; actives 0.14% (n = 290,000); P0C6X7; inhibition, % at 6 µM; in the data active = inhibition above about 12%
An asterisk follows results filed as active; i = inactive; ? = inconclusive; nt = not tested or not shown. Cut-off read from the data, not from the text of the source, unless noted: active = inhibition above about 30%; inconclusive = no clear call, values can overlap the other calls; inactive = below that. A portion of the library; rates above refer to the full screens.

SMILES | BoNT-A LC inh2 | Anthrax LF inh2 | PrPC surface inh | Yp Topo-I inh | PfHsp40 yeast | PriA SSB inh | TcdB inh | BH1578 lux ind | SARS 3CLpro inh
c1ccc(-n2ncc3c(NCc4cccs4)ncnc32)cc1 | 1.5 | 3 | 5 | -4 | 1.0 | -22 | nt | -0.3 | -1
COc1ccnc(Oc2ccccc2)n1 | -1.3 | -4 | -1 | 5 | 0.2 | -2 | 0.8 | -3.1 | -4
CCc1ccc(NCc2nc(-c3ccccc3)no2)cc1 | -0.5 | -1 | 11 | 3 | -0.4 | -11 | nt | -0.1 | 3
O=C(c1cccc(Cl)c1)N1CCC(N2CCC(C(=O)N3CCCC3)CC2)CC1 | -1.4 | 1 | 2 | 4 | 0.3 | -7 | 0.7 | -0.2 | -4
COc1cccc(CN2CCNC(=O)C2CC(=O)N(C)CCc2ccccn2)c1 (stereo not given) | 0.6 | -1 | 0 | -4 | -0.8 | -4 | 0.8 | -0.3 | -1
CCOC(=O)c1sc(=NC(=O)/C=C/c2ccccc2)n(C)c1C | -0.2 | -4 | 9 | 3 | 0.1 | -12 | 1.9 | i | 2
CCN(CC)CCN(Cc1cc2cc(C)ccc2[nH]c1=O)C(=O)Nc1ccccc1OC | -0.3 | -1 | -12 | 11 | 0.0 | 5 | nt | i | -2
CCCn1c(N)c(C(=O)CN2CCN(S(=O)(=O)c3cccs3)CC2)c(=O)[nH]c1=O | -0.5 | -12 | -2 | -7 | -0.4 | -8 | nt | 0.6 | 5
CSc1nc(N)nc2c1ncn2CC(=O)N1CCN(Cc2c(C)cc(C)cc2C)CC1 | 0.7 | 8 | 10 | 3 | -0.3 | -15 | 0.8 | i | nt
Fc1ccc(N/N=C/C=C/c2ccccc2)c(F)c1 | -0.9 | 1 | -2 | 0 | 6.6 | nt | nt | -0.3 | 1
Cc1nn(C(C)C(=O)NCCC2=CCCCC2)c(=O)c2nn(-c3ccccc3)c(C)c12 (stereo not given) | 1.5 | -1 | 3 | 18 | -0.3 | 6 | 0.5 | -6.2 | -2
COc1cc(OC)c(NC(=O)C2CCCO2)cc1Cl (stereo not given) | -5.6 | -7 | -1 | -5 | -0.8 | -8 | 0.3 | -0.8 | 3
CCN(CC(=O)Nc1ccc(NC(C)=O)cc1)C(=O)C1CCCN(C(=O)c2ccc(Cl)cc2)C1 (stereo not given) | 0.8 | -5 | 4 | 5 | -0.7 | 5 | 1.4 | i | nt
CC(C)N(C(=O)COC(=O)c1ccc(Cl)c(S(N)(=O)=O)c1)C(C)C | -0.6 | -8 | 2 | 0 | -0.3 | -4 | 0.7 | i | -1
CCO/N=C1\C(=O)N(c2ccccc2)c2ccccc21 | 1.0 | 1 | -12 | 20 | -0.3 | nt | 0.4 | -0.2 | 0
CCn1cc(/C=c2/sc3n(c2=O)C2c4ccccc4OC(C)(N=3)C2C(=O)OC)c(C)n1 (stereo not given) | 0.4 | -7 | -18 | 6 | 11 | nt | 0.6 | i | 5
Cc1cc(OC(=O)c2ccc(Cl)cc2)cc(=O)n1C | -1.7 | -3 | -4 | 2 | -0.6 | -20 | nt | 0.9 | 4
O=c1c2ccccc2n(Cc2ccc(F)cc2)c(=O)n1C1CCCC1 | -0.2 | -1 | 4 | 31 | 1.5 | -44 | nt | i | 4
Fc1ccc(NCc2cn3ccccc3n2)cc1 | 1.3 | 0 | 0 | 2 | 1.7 | 14 | nt | 17* | -1
Cc1ccc(Oc2ccc(C(=O)NC3CCSC3=O)cn2)cc1 (stereo not given) | -0.9 | -3 | -2 | -3 | 2.3 | -13 | nt | -0.6 | -1
CCOC(=O)[C@]12CCCC=C1N(Cc1ccc(Cl)cc1Cl)C(=O)[C@H](CC(=O)NCc1cccc3ccccc13)C2 | 0.7 | -3 | -1 | nt | nt | nt | 1.1 | nt | nt
O=C(O)C1=C[C@@H](C2CC2)C[C@@H](OCc2ccc(CO)cc2)O1 | -0.5 | -3 | 0 | 2 | 1.0 | 10 | -0.5 | -2.2 | 3
Cc1[nH]nc2c1C(c1ccc(OC(=O)c3ccco3)cc1)C(C#N)=C(N)O2 (stereo not given) | -0.4 | -5 | 5 | -13 | -0.3 | -13 | nt | i | 3
CSC(=NS(=O)(=O)c1ccccc1)SC | -1.4 | 0 | 13 | -6 | 0.6 | -5 | nt | -0.5 | -1
CCC1C(=O)NCCN1Cc1nc(-c2ccc(C)s2)oc1C (stereo not given) | 0.1 | 1 | -2 | 4 | 0.2 | -13 | 1.7 | -8.7 | 2
CN(C)S(=O)(=O)c1ccc(C(=O)Nc2ccc3ncccc3c2)cc1 | 1.7 | 19 | 0 | -1 | -0.7 | -10 | 0.5 | -0.2 | 4
Cc1ccc(S(=O)(=O)N2CCOCC2)cc1C(=O)NCCc1ccc(Cl)cc1 | 0.0 | -1 | 0 | 8 | 1.7 | -8 | 4.1 | 1.1 | nt
CC[C@@H](NCCCn1ccc(NC(=O)OCc2ccccc2)nc1=O)c1ccccc1 | -0.5 | 2 | -14 | 19 | nt | nt | 0.4 | -0.4 | nt
O=C(COc1ccccc1[N+](=O)[O-])Nc1ccc(N2CCN(C(=O)c3cccs3)CC2)cc1 | -0.5 | -3 | -3 | 18 | 0.9 | -4 | -0.3 | 0.4 | 2
CC1(C)CC2CC(C)(CN2C(=O)COC(=O)c2ccc(NC(=O)CC#N)cc2)C1 (stereo not given) | nt | nt | -1 | -4 | 0.4 | -4 | 0.9 | i | nt
COc1cc(NC(=O)C2CCCN2S(=O)(=O)c2ccc3c(c2)CCC(=O)N3)cc(OC)c1 (stereo not given) | -0.5 | 0 | 0 | 5 | -2.2 | -3 | 1.8 | -0.2 | 4
O=C1NC(c2ccccc2)C(C(=O)c2cccs2)C(O)(C(F)(F)F)N1 (stereo not given) | nt | nt | -5 | -2 | 0.3 | -3 | nt | i | 0
Cn1c(-c2ccc(C#N)cc2)c(C#Cc2ccccc2)c2ccccc21 | 1.2 | -4 | -5 | -3 | -0.7 | -26 | -0.1 | -1.4 | nt
Cc1cc2ncn(-c3nnnn3-c3ccccc3)c2cc1C | -0.6 | -11 | -1 | 2 | 0.0 | -4 | nt | -0.2 | -4
O=C(O)Cn1cc(C(=O)c2cccs2)c2ccccc21 | -0.9 | 0 | 8 | -3 | 0.4 | -7 | nt | i | 4
Cc1ccc(C)c(N2CCN(C(=O)CNS(=O)(=O)c3cccs3)CC2)c1 | -0.6 | -1 | 5 | 5 | 1.0 | -14 | 2.9 | -0.4 | -4
COc1ccc2nc3ccccc3nc2c1 | 17 | 7 | -26 | -10 | 0.5 | -8 | -0.3 | -0.3 | 1
C[C@H]1NC(=O)[C@@]2(C)[C@@H](c3ccccc3)[C@H]3COc4ccccc4[C@H]3N2C1=O | 0.3 | 7 | 3 | 8 | -1.3 | -7 | 0.4 | i | nt
O=C(CN(C(=O)c1ccccc1Cl)N1C(=O)C2C3C=CC(C3)C2C1=O)c1cccs1 (stereo not given) | -0.7 | -4 | 1 | 0 | -1.7 | 3 | 1.9 | -0.5 | 5
COc1ccc(-c2coc3cc(OC(=O)N4CCOCC4)ccc3c2=O)cc1 | -0.4 | -3 | 7 | 8 | 0.5 | 9 | -1.6 | 0.9 | 0

Random excerpt: five compounds from above.
SMILES | BoNT-A LC inh2 | Anthrax LF inh2 | PrPC surface inh | Yp Topo-I inh | PfHsp40 yeast | PriA SSB inh | TcdB inh | BH1578 lux ind | SARS 3CLpro inh
COc1cccc(CN2CCNC(=O)C2CC(=O)N(C)CCc2ccccn2)c1 (stereo not given) | 0.6 | -1 | 0 | -4 | -0.8 | -4 | 0.8 | -0.3 | -1
O=c1c2ccccc2n(Cc2ccc(F)cc2)c(=O)n1C1CCCC1 | -0.2 | -1 | 4 | 31 | 1.5 | -44 | nt | i | 4
CCN(CC(=O)Nc1ccc(NC(C)=O)cc1)C(=O)C1CCCN(C(=O)c2ccc(Cl)cc2)C1 (stereo not given) | 0.8 | -5 | 4 | 5 | -0.7 | 5 | 1.4 | i | nt
Cc1nn(C(C)C(=O)NCCC2=CCCCC2)c(=O)c2nn(-c3ccccc3)c(C)c12 (stereo not given) | 1.5 | -1 | 3 | 18 | -0.3 | 6 | 0.5 | -6.2 | -2
O=C(O)Cn1cc(C(=O)c2cccs2)c2ccccc21 | -0.9 | 0 | 8 | -3 | 0.4 | -7 | nt | i | 4

Going on with the list.
SMILES | BoNT-A LC inh2 | Anthrax LF inh2 | PrPC surface inh | Yp Topo-I inh | PfHsp40 yeast | PriA SSB inh | TcdB inh | BH1578 lux ind | SARS 3CLpro inh
COc1ccc(N2CCN(C(=O)c3nn(C)c4c3CS(=O)(=O)c3ccccc3-4)CC2)cc1 | 1.1 | 1 | 2 | 17 | 1.6 | -4 | 0.1 | i | 0
Cc1ccc(OCCCc2c(C)n[nH]c2C)cc1 | 0.0 | -5 | 0 | -2 | 2.4 | -3 | 2.6 | -0.4 | 2
CN(C)S(=O)(=O)c1ccc(N2CCCC2)c(C(=O)Nc2ccc(C(N)=O)cc2)c1 | 2.5 | ? | 6 | 5 | 1.0 | -7 | 3.1 | i | nt
CCOc1cccc(NC(=O)C2CC(=O)N(C)C(=Nc3cccc(F)c3)S2)c1 (stereo not given) | -1.4 | -6 | 5 | 7 | 6.3 | -13 | -1.1 | -0.4 | 1
Cc1ccccc1S(=O)(=O)Cc1ccc(C(=O)NC(C)c2ccc3c(c2)OCCO3)o1 (stereo not given) | -0.5 | 0 | 11 | 3 | -0.4 | -11 | 0.7 | -0.2 | -2
Cc1ccc(S(=O)(=O)CCC(=O)Nc2nc(-c3ccccn3)cs2)cc1 | -2.6 | -2 | 1 | 2 | 1.2 | -1 | 1.5 | 0.9 | nt
Cc1ccccc1-c1nc2ccccc2c(=O)n1/N=C/c1ccc([N+](=O)[O-])cc1 | -0.2 | -9 | 4 | 0 | 0.4 | nt | 0.7 | -0.4 | nt
CCc1nc(N[C@@H](CC(C)C)C(=O)O)c2oc3ccccc3c2n1 | 0.0 | 0 | 1 | -3 | -0.2 | -5 | -1.3 | nt | 5
Cc1cc(NC(=O)CSCC(=O)N(C)Cc2cccc(Cl)c2)no1 | 1.2 | -1 | 4 | 2 | -0.2 | 11 | 2.3 | i | nt
CCC/C(O)=C1\C(=O)CC(C)(C)CC1=Nc1ccccc1OC | -0.2 | -4 | 8 | 10 | -0.4 | nt | nt | -0.3 | nt
O=C(COc1ccc(/C=C\[N+](=O)[O-])cc1)N1CCOCC1 | 0.5 | 1 | -3 | 5 | -1.2 | -13 | 1.0 | 0.4 | 4
COc1ccc(/C(N)=N/OC(=O)CCc2ccccc2)cc1OC | -0.2 | -1 | 5 | 10 | 1.6 | nt | 0.5 | i | 5
CC(=O)NC1=NC(=O)/C(=C/c2cn(C(C)=O)nc2-c2ccccc2)S1 | 0.2 | 0 | -23 | 2 | 0.8 | 22 | -2.0 | i | 5
O=C(NCC1CCCO1)c1ccccc1NS(=O)(=O)c1cc([N+](=O)[O-])ccc1Cl (stereo not given) | 0.3 | -1 | -17 | -2 | -1.4 | -9 | 0.0 | i | nt
O=C(NCCC(F)(F)F)C1Cc2c(-c3ccc(Cl)cc3)ccnc2O1 (stereo not given) | -0.3 | 1 | 3 | 3 | nt | nt | 2.2 | -0.6 | nt
C=CCCC(=O)N1C[C@H]2CCN(C)[C@H]2C[C@H]1c1ccccc1 | -0.4 | 7 | -1 | nt | nt | nt | -0.6 | nt | nt
COc1ccc(OCCNC(=O)c2ccc3nc(C)c(N(C)C(=O)CCc4ccccc4)n3c2)cc1 | -0.7 | -5 | 59* | 14 | nt | nt | 3.5 | -4.5 | nt
CC(C(=O)NCc1ccc2c(c1)OCO2)N1c2cccc3cccc(c23)S1(=O)=O (stereo not given) | -2.2 | -3 | -1 | 3 | 0.4 | -13 | nt | 1.7 | 7
C=CCN1C(=O)c2oc3ccccc3c(=O)c2C1c1ccc(O)c(OC)c1 (stereo not given) | -0.3 | -4 | -5 | -1 | 0.3 | 1 | 0.0 | -0.2 | -4
Cc1csc2nc(NC(=O)c3ccccc3)sc(=O)c12 | 0.6 | -8 | 7 | -6 | -1.4 | 4 | 1.9 | i | -3
Cn1cnnc1SCc1ccccc1Br | -0.7 | 2 | 0 | 2 | 0.1 | -6 | nt | i | 3

Screens (PubChem)
